Screens deposited in PubChem by National Center for Advancing Translational Sciences (NCATS).
D1 potentiator: Potentiators of Human D1 Dopamine Receptor: qHTS; AID 504651, 2011; HEK293 TREx D1 cells, calcium flux, dopamine EC20 potentiation; potentiation, % at 10 µM; 0.036% of 360,000 active; in the data active = potentiation above about 30%; also: 0% is about no effect
D2 potentiator: HTS Assay for Positive Allosteric Modulators of the Human D2 Dopamine Receptor: Primary Screen for Potentiators; HEK293 T-REx D2, calcium flux, EC20 dopamine potentiation; AID 485347, 2010; D(2) dopamine receptor (Homo sapiens), P14416; 0.34% of 340,000 active; potentiation, % at 10 µM;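 active = potentiation over 3 SD above the plate norm, cut at about 30% in these data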; also: 0% is about no effect
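Using a no-wash calcium dye in inducible, force-coupled HEK293 Trex cells expressing D2, we tracked fluorescence each second for 180 s after compound, then for 180 s after EC20 dopamine to detect augmented signalling.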
Vif-A3G inh: qHTS for Inhibitors of Vif-A3G Interactions: qHTS; DNA dC->dU-editing enzyme APOBEC-3G (Homo sapiens), Q9HC16; HeLa A3G-eYFP + Vif (tagged APOBEC3G with the HIV-1 protein that degrades it), YFP fluorescence, overnight; Potency, µM (highest dose often 46.1 µM), without a hit: at the highest dose activity, negative = active, actives largely listed as inhibitors; 0.076% of 410,000 active; AID 602310, 2012;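 also: potency is read from the fitted curve at half-maximal effect; % is scaled to controls: 0 for no effect and ±100 for the full control effect; nearly all actives have a fitted effect of over 60% in size; hits raise eYFP signal because A3G escapes Vif-driven loss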
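Read-out is eYFP fluorescence (Ex 488/Em 500-530) from Vif-expressing HeLa A3G-eYFP cells; more signal means A3G escaped Vif-mediated degradation. Cells plated overnight, compound pinned in, incubated overnight at 37 deg C.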
Glioma ERSR ind: qHTS for Inducers of the Endoplasmic Reticulum Stress Response (ERSR) in Human Glioma: qHTS; Potency, µM, inactives show at the top dose activation, usual class: activators; 0.02% of 420,000 active; U87-MG GRP78 promoter luciferase reporter, 16 h; also: potency is read from the fitted curve at half-maximal effect; series mostly up to about 76 µM; % of control where 0% means no effect; nearly all actives have a fitted effect of over 35% in size
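ERSR induction read as luciferase luminescence (Bright-Glo, 10 min at room temperature) in stably transfected human U87-MG glioma cells exposed to compounds for 16 h, using GRP78 as sensor.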
D1 ag: Allosteric Agonists of the Human D1 Dopamine Receptor: qHTS; 1% of 360,000 active; D(1A) dopamine receptor (Homo sapiens), P21728; HEK293 T-REx D1 cells, calcium flux, agonist mode; activation, % at 2 µM; AID 504660, 2011; in the data active = activation above about 30%; also: 0% is about no effect
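Agonism was scored from calcium flux recorded over 180 s (1 read/s) after pintool compound addition, following a 10-cycle baseline. Cells were inducible force-coupled HEK293 TREx D1, plated overnight at 30 C and loaded with no-wash calcium dye.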
RXFP1 ag: qHTS Assay for Agonists of the Relaxin Receptor RXFP1; HEK293T-RXFP1 cAMP TR-FRET, 30 min; response scale: percent of porcine relaxin response, buffer zero; AID 2676, 2010; Potency, µM (highest dose often 57.5 µM), for the others: at the highest dose activation, most hits filed as activators; 0.3% of 370,000 active; also: potency is read from the fitted curve at half-maximal effect; % is scaled to controls: 0 for no effect and ±100 for the full control effect; nearly all actives have a fitted effect of over 60% in size; many of its hits are not listed in these tables
Target sequence (Q9HBX9 whole entry, looked up): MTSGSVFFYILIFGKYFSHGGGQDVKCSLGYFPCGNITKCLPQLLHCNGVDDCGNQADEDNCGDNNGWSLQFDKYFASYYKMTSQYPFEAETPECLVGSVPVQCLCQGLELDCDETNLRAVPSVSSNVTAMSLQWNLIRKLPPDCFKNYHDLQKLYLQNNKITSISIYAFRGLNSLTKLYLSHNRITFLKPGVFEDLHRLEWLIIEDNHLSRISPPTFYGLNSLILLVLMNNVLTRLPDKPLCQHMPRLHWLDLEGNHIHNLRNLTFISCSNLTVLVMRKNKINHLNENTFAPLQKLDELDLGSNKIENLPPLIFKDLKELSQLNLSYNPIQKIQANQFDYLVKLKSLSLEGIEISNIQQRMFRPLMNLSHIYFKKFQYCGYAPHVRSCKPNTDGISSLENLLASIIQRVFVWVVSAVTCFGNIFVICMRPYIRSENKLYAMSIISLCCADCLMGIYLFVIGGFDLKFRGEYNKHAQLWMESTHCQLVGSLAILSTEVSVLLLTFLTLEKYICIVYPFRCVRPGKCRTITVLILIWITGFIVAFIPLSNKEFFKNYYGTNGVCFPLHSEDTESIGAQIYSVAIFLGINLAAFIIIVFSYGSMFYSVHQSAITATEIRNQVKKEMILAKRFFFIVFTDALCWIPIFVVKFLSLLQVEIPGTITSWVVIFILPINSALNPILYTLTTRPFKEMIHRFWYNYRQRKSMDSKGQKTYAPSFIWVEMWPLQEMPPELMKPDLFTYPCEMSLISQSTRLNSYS
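Agonist response is measured as cAMP accumulation in an RXFP1-transfected HEK293T line under PDE4 inhibition. Values are scaled between buffer-only and 29 nM porcine relaxin, and EC50s come from standard Hill equation fits.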
D1 antag: Antagonist of Human D 1 Dopamine Receptor: qHTS; 3.2% of 360,000 active; HEK293 TREx D1 cells, calcium flux, dopamine EC80; hits give low values; activity change, negative = inhibition, % at 10 µM; AID 504652, 2011; D(1A) dopamine receptor (Homo sapiens), P21728; in the data active = activity change below about -30%; also: % is scaled to controls: 0 for no effect and ±100 for the full control effect
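Using tetracycline-induced force-coupled D1 Hek293 cells and a calcium dye, signals were followed for 180 s after compound, then for 180 s after EC80 dopamine, to detect inhibitors.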
RXFP1 antag: qHTS Assay for Antagonists of the Relaxin Receptor RXFP1; Relaxin receptor 1 (Homo sapiens), Q9HBX9; HEK293-RXFP1, relaxin-stimulated cAMP HTRF, 30 min; hits give low values; activity change, negative = inhibition, % at 57.5 µM; 0.59% of 350,000 active; AID 1259400, 2018;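 active = activity change of -60% or lower, but not beyond a set lower limit; inconclusive = change between -60% and -40%, or beyond the set limit; inactive = change above -40%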; also: % is scaled to controls: 0 for no effect and ±100 for the full control effect
Vif-APOBEC3F blk: qHTS for Inhibitors of Vif-A3F Interactions: qHTS; HeLa A3F-eYFP + Vif (tagged APOBEC3F with the HIV-1 protein that degrades it), YFP fluorescence increase; Potency, µM (doses to about 46.1 µM), inactives show at the top dose activity, negative = active; 0.2% of 390,000 active; AID 602313, 2012; also: potency is read from the fitted curve at half-maximal effect; % of control where 0% means no effect; nearly all actives have a fitted effect of over 65% in size
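HeLa cells stably expressing Vif plus C-terminally eYFP-tagged A3F were seeded, incubated overnight at 37 deg C, dosed with compound, incubated overnight again at 37 deg C. Yellow fluorescence (Ex 488/Em 500-530) reported blocked Vif-mediated A3F-eYFP degradation.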
Numbers without * were called inactive; ? = inconclusive; · = not tested or not shown. Unless noted, calls follow the shape of the dose curve; as a rule, active = well fitted curve in the direction sought with a large enough effect; inconclusive = small, poorly fitted or top-dose-only effect, or another doubt; inactive = no such curve, though single readings can be large; an effect the other way counts as inactive or inconclusive. These rows are one share of the data. The share of hits here may be higher or lower than overall.

SMILES	D1 potentiator	D2 potentiator	Vif-A3G inh	Glioma ERSR ind	D1 ag	RXFP1 ag	D1 antag	RXFP1 antag	Vif-APOBEC3F blk
CCOC(=O)C1=C(C)NC(C)=C(C(=O)OCC)C1C(=O)OCC(=O)NCc1ccc(F)cc1	·	·	-7%	-2%	·	·	·	4	-8%
CCN(C(=O)COC(=O)CCCc1nc2ccccc2s1)c1c(N)n(Cc2ccccc2)c(=O)[nH]c1=O	·	·	-5%	-2%	·	·	·	10	-1%
CCO[C@@H]1OC(C(N)=O)=C[C@H](c2cn(C(C)=O)c3ccccc23)[C@H]1CCCO	0	-8	1%	-5%	1	-0.5%	21	·	6%
Cc1cccc2cc(/C=C/C(=O)c3ccco3)c(Cl)nc12	0	-2	-1%	-2%	4	0.0%	1	-16	3%
Cc1nn(-c2ccccc2)c(C)c1Cc1ccc(O)cc1	3	8	0%	9%	6	0.6%	-1	11	6%
Cc1ccc2oc(C(=O)N(Cc3sccc3C)C3CCS(=O)(=O)C3)c(C)c2c1 (stereo not given)	2	·	·	·	11	1.2%	6	-23	·
CCOC(=O)C1CSC2(CCC(c3ccccc3)CC2)N1 (stereo not given)	2	5	-2%	0%	1	0.2%	7	18	16%
Fc1cccc(NC(=S)NNc2ccccc2)c1	0	4	1%	11%	-2	1.9%	-6	3	-8%
CCN(CC)S(=O)(=O)N1CCN(S(=O)(=O)N2CCOCC2)CC1	1	14	-3%	-3%	6	0.3%	29	-2	-1%
O=C(O)CC1S/C(=N\N=C/c2ccccc2)N(c2ccc(O)cc2)C1=O (stereo not given)	-7	-7	3%	-3%	1	0.5%	-24	-1	-2%
O=C(CN1CCN(Cc2ccc(F)cc2)C1=O)NC1CCCC1	-1	·	-4%	-1%	0	-1.4%	3	1	2%
CCn1c(SCC(=O)NC(C)(C)C)nnc1-c1ccoc1C	7	-4	0%	-3%	3	2.3%	-12	7	0%
COc1cc(OC)c(C(=O)OC(C)C(=O)NCc2ccc3c(c2)OCO3)cc1OC (stereo not given)	·	·	1%	-4%	·	·	·	-2	-22%
COC(=O)c1sc2cccc(F)c2c1S(=O)(=O)NCc1ccccc1Cl	2	-8	2%	-5%	6	9.7%	-8	-1	2%
Cc1cccc2cc(C#N)c(NCCCNS(=O)(=O)c3ccc(Cl)cc3)nc12	-2	-3	-6%	20%	8	7.5%	0	2	?
Nc1c(Cl)cc(C2=NCCn3nc4cc([N+](=O)[O-])ccc4c32)cc1Cl	-6	11	?	-3%	-1	0.3%	-6	·	-8%
O=S(=O)(c1ccc(Cl)cc1)N1CCN(c2nc(C(F)(F)F)nc3ccccc23)CC1	·	·	-3%	-5%	·	·	·	7	2%
CC(C)n1cc(-c2nc(C(=O)NN)cs2)c(=O)n(Cc2ccccc2)c1=O	-5	3	3%	-3%	0	-0.3%	-4	-4	-5%
COc1cccc(-c2cc(C(=O)N3CCN(C(c4ccccc4)c4ccccc4)CC3)no2)c1	1	5	1%	0%	2	2.6%	8	-12	?
CC(C)C[C@H](NC(=O)C1CC(=O)N(c2ccc3c(c2)OCO3)C1)C(=O)NCc1ccco1 (stereo not given in full)	0	5	0%	-4%	1	0.2%	13	-14	-2%
COC(=O)C(C(=O)NCC1CCCO1)C1CCCC1 (stereo not given)	-2	8	-4%	-2%	5	1.3%	-5	5	0%
CS(=O)(=O)N(CC(=O)N1CCCC1)c1ccc(Cl)cc1Cl	-6	1	2%	-2%	3	-1.1%	-11	-8	-8%
O=C(CCCc1ccccc1)Nc1ccccc1[N+](=O)[O-]	3	-8	-2%	4%	1	0.2%	-3	-10	2%
COc1ccccc1C(O)(C(=O)NNc1ccccc1C)c1ccccc1OC	3	8	4%	4%	-2	-1.7%	3	-1	-3%
O=C(Nc1scc(-c2ccccc2)c1C(=O)O)c1ccc(F)cc1	-9	9	4%	1%	-4	-1.6%	42	-5	-13%
O=C(O)C1Cc2ccccc2CN1C(=O)COc1ccc(Cl)cc1 (stereo not given)	6	1	-1%	-3%	5	3.1%	-14	0	11%
CC(=O)NC(c1cc(F)c2cccnc2c1O)C(C)C (stereo not given)	9	·	·	·	2	-0.1%	-4	·	·
CC(OC(=O)c1ccc(CN2CCCC2=O)cc1)C(=O)Nc1ccc(Cl)cc1 (stereo not given)	-3	-6	1%	-2%	4	-0.1%	17	4	0%
CN1CCN(CC(C)(C)NS(=O)(=O)c2ccc(Cl)cc2)CC1	-2	-14	2%	-2%	4	1.0%	0	-2	2%
COc1ccc(Nc2nc3c(C)cccn3c(=O)c2C=NCc2ccccc2)cc1	-3	·	0%	-4%	1	0.0%	-2	-5	-2%
CC(Sc1nnc(CN2CCCC2)n1Cc1ccccc1)C(=O)Nc1ccc(F)c(F)c1F (stereo not given)	·	·	-1%	-4%	·	·	·	-6	2%
CCN(C(=O)CSc1nnc(-c2ccc(F)cc2)c2ccccc12)C1CCS(=O)(=O)C1 (stereo not given)	-2	-1	-16%	0%	3	6.7%	-3	10	-2%
Cc1ccc(CN2CCc3c(OCC(=O)Nc4cccc(C)c4C)cccc3C2=O)cc1	9	2	·	·	2	-0.4%	11	·	·
CCSC1=NCCN1C(=O)c1ccc(S(=O)(=O)N(C)C)cc1	-1	4	1%	-5%	4	0.0%	-14	-1	0%
Cc1ccc2[nH]c3c(=O)n4c(nc3c2c1)SCC4	-6	·	0%	5%	3	4.3%	3	16	-24%
Cc1ccc(CNC(=O)C(Cc2ccccc2)n2cccc2)cc1 (stereo not given)	0	-1	0%	-5%	1	-2.5%	9	-13	-14%
CCOc1ccc(CCNS(=O)(=O)c2cc3c(cc2C)NC(=O)CO3)cc1OCC	-8	-6	3%	-2%	4	0.5%	-22	-2	9%
Cc1ccc(/C(N)=N/OC(=O)c2ccc3c(c2)OCO3)cc1	-2	0	-4%	-2%	3	2.0%	-3	-3	14%
COc1ccc(Br)c(C(=O)Nc2cccc(Cl)c2Cl)c1	-6	-3	-27%	-4%	3	-0.1%	-12	-5	-2%
C=CCn1c(SCC(=O)N2CCOCC2)nc(O)cc1=O	-5	21	1%	0%	3	0.4%	5	-2	5%
COc1cc(C)nc(NC(=O)COc2ccc(Cl)cc2C)n1	19	0	1%	-3%	3	0.5%	13	4	1%
CCCc1c(C(=O)Nc2ccc(OC)cc2)cnn1-c1ccccc1	-1	8	-3%	1%	7	-0.1%	-27	-23	5%
C#CCOCCOCCOCCNc1nc(N2CCN(C(=O)CCCCCCCCCCNC(=O)Cn3cc(C[C@@H](C)O)nn3)CC2)nc(N2CCN(C(=O)CCCCCCCCCCNC(=O)Cn3cc(C[C@@H](C)O)nn3)CC2)n1	0	1	?	-2%	8	1.4%	5	·	-11%
COc1cc(/C=N/Nc2nc3ccccc3s2)cc([N+](=O)[O-])c1O	2	2	2%	7%	4	1.0%	7	-15	0%

Part of the list above in order of length of the SMILES, high to low:
SMILES	D1 potentiator	D2 potentiator	Vif-A3G inh	Glioma ERSR ind	D1 ag	RXFP1 ag	D1 antag	RXFP1 antag	Vif-APOBEC3F blk
C#CCOCCOCCOCCNc1nc(N2CCN(C(=O)CCCCCCCCCCNC(=O)Cn3cc(C[C@@H](C)O)nn3)CC2)nc(N2CCN(C(=O)CCCCCCCCCCNC(=O)Cn3cc(C[C@@H](C)O)nn3)CC2)n1	0	1	?	-2%	8	1.4%	5	·	-11%
CC(C)C[C@H](NC(=O)C1CC(=O)N(c2ccc3c(c2)OCO3)C1)C(=O)NCc1ccco1 (stereo not given in full)	0	5	0%	-4%	1	0.2%	13	-14	-2%
Nc1c(Cl)cc(C2=NCCn3nc4cc([N+](=O)[O-])ccc4c32)cc1Cl	-6	11	?	-3%	-1	0.3%	-6	·	-8%
Cc1ccc(CN2CCc3c(OCC(=O)Nc4cccc(C)c4C)cccc3C2=O)cc1	9	2	·	·	2	-0.4%	11	·	·
CCOc1ccc(CCNS(=O)(=O)c2cc3c(cc2C)NC(=O)CO3)cc1OCC	-8	-6	3%	-2%	4	0.5%	-22	-2	9%
O=C(O)CC1S/C(=N\N=C/c2ccccc2)N(c2ccc(O)cc2)C1=O (stereo not given)	-7	-7	3%	-3%	1	0.5%	-24	-1	-2%
COc1cc(/C=N/Nc2nc3ccccc3s2)cc([N+](=O)[O-])c1O	2	2	2%	7%	4	1.0%	7	-15	0%
CCN(CC)S(=O)(=O)N1CCN(S(=O)(=O)N2CCOCC2)CC1	1	14	-3%	-3%	6	0.3%	29	-2	-1%
CN1CCN(CC(C)(C)NS(=O)(=O)c2ccc(Cl)cc2)CC1	-2	-14	2%	-2%	4	1.0%	0	-2	2%
Cc1ccc(/C(N)=N/OC(=O)c2ccc3c(c2)OCO3)cc1	-2	0	-4%	-2%	3	2.0%	-3	-3	14%
CCCc1c(C(=O)Nc2ccc(OC)cc2)cnn1-c1ccccc1	-1	8	-3%	1%	7	-0.1%	-27	-23	5%
COc1ccc(Br)c(C(=O)Nc2cccc(Cl)c2Cl)c1	-6	-3	-27%	-4%	3	-0.1%	-12	-5	-2%
C=CCn1c(SCC(=O)N2CCOCC2)nc(O)cc1=O	-5	21	1%	0%	3	0.4%	5	-2	5%
CC(=O)NC(c1cc(F)c2cccnc2c1O)C(C)C (stereo not given)	9	·	·	·	2	-0.1%	-4	·	·
